High-throughput results as filed in PubChem.
Measles CPE: compounds protecting cells from measles virus cytopathic effect, primary screen, measles RdRp inhibitor project, single point, MLSMR library, absorbance | 1.5% of 140,000 active | protection (pct of control), % at 4 µM | AID 841, 2007 | Measles virus-infected cells, CPE protection; in the data active = protection mostly above about 24%, no sharp cut-off; inactive = mostly below about 26%; note: some compounds called inactive have numbers as strong as hits
HCT116 PTEN-null: growth suppression of PTEN-null HCT116, primary screen, cell-based, CellTiter-Glo; AID 827, 2007; viability, % at 10 µM; 1.2% of 140,000 active; HCT116 PTEN-null viability, 60 h; active compounds read low;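 active = viability at or below a set limit, 4 SD under the median of all tested compounds, cut at about 3.7% in these data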;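 note: PTEN knockout HCT116 line with beta catenin targeted HCT116 as companion control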
Phagocyt inh: inhibitors of macrophage phagocytosis, primary screen, imaging, J774A.1 cells, IgG beads. 0.07% of 110,000 active. inhibition, % at 5 µM. J774A.1 macrophage IgG-bead phagocytosis;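 active = inhibition above the mean of the plate negative controls plus 5 SD, cut at about 13% in these data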;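 note: phagocytic index as fraction of beads internalized from green versus red external bead signal; plate controls were DMSO negative control for no effect and cytochalasin-D positive control for full effect; some results beyond the cut were filed as inactive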
MRP1 act: H69AR viability gain despite doxorubicin, primary screen, MRP-1 activator project, H69AR cells, CellTiter-Glo | viability rescue | 0.61% of 140,000 active | viability increase, % at 10 µM;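 active = viability gain under doxorubicin at or above a set limit, the compound median plus 3 SD, cut at about 4.7% in these data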;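 note: MRP-1 overexpressing cells given doxorubicin 25 µM after compound pretreatment; 18-22 h compound pretreatment then 72 h with doxorubicin before readout; 0% = doxorubicin-only wells and 100% = vehicle-treated cells without doxorubicin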
NPY-Y2 antag: NPY-Y2 receptor antagonists, primary screen, cell-based; NPY-Y2 expressing cells, antagonist mode; AID 793, 2007; 0.99% of 140,000 active; Neuropeptide Y receptor type 2 (Homo sapiens), P49146; inhibition, % at 2.7 µM; in the data active = inhibition above about 17%;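 note: 0% = vehicle with agonist challenge and 100% = reference antagonist with challenge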
Target sequence (P49146 whole entry, looked up): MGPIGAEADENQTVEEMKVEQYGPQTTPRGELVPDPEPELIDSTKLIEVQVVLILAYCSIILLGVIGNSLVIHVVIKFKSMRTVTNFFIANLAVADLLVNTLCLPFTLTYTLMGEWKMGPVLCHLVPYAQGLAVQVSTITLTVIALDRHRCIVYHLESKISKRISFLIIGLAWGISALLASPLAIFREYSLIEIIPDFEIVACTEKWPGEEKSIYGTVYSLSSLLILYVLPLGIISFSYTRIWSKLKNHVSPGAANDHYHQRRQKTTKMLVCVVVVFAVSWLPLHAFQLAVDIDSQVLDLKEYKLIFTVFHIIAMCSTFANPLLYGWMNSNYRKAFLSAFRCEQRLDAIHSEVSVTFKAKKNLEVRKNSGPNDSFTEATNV
Yeast life ext: compounds extending yeast replicative lifespan, primary screen, S. cerevisiae, OD615. inhibition of the nicotinamide effect, % at 10 µM. S. cerevisiae growth with nicotinamide; deaD strain in restrictive glucose medium. 0.68% of 130,000 active;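 active = inhibition above a set limit, placed 3 SD over the median of all compounds, cut at about 26% in these data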;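 note: 0% = nicotinamide-treated wells and 100% = cells grown without nicotinamide; some compounds called inactive have numbers as strong as hits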
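Test system: DeaD-strain S. cerevisiae / Buffer or medium: restrictive glucose medium / Also added: nicotinamide 1.5 mM / Doses: one concentration, 10 µM, DMSO 0.25% / Schedule: 48 h at 30 °C / Signal: OD615 measurement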
GALR2 antag: GALR2 antagonists in receptor-expressing cells, primary screen | Galanin receptor type 2 (Homo sapiens), O43603 | antagonist mode | inhibition, % at 4 µM | 0.39% of 140,000 active | AID 828, 2007; in the data active = inhibition above about 27%;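 note: cells stimulated with galanin 1-16 at roughly its EC80; 0% = agonist challenge control and 100% = basal control without agonist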
Target sequence (O43603 whole entry, looked up): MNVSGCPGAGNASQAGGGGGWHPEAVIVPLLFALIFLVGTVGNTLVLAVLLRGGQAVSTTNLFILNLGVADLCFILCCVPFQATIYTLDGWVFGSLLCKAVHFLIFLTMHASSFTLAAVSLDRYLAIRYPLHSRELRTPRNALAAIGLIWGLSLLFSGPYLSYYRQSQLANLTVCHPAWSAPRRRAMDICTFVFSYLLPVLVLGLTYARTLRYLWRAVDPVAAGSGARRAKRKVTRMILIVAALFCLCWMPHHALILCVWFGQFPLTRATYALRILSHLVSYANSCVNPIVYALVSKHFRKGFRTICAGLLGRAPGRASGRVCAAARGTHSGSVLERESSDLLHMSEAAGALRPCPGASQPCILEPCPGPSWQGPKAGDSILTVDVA
E-sel TNF inh: E-selectin induction blockers in HUVEC – imaging, immunofluorescence, high content, primary screen | HUVEC TNFa-induced E-selectin immunofluorescence | inhibition, % at 2 µM | 0.71% of 120,000 active | AID 1246, 2008;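 active = inhibition above the batch mean plus 3 SD, and confirmed as a hit on visual image review, cut at about 43% in these data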;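 note: 0% = TNF-stimulated DMSO wells and 100% = unstimulated control wells; not every result past the cut was called active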
Yeast growth inh: growth inhibitors of yeast BB579 in restrictive medium, primary screen, yeast lifespan-shortening project, S. cerevisiae; OD615, 48 h; 0.51% of 140,000 active; inhibition, % at 10 µM;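 active = inhibition above a set limit, 3 SD over the mean compound inhibition, cut at about 44% in these data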; note: inactives centre near -24
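Detection: OD615 turbidity measurement; Material: Saccharomyces cerevisiae DeaD strain BB579, replicative lifespan model yeast; Timing: 48 h exposure, 30 °C; Doses: single 10 µM dose; Medium: CSMM-D restrictive synthetic medium containing dextrose (glucose); Controls: amphotericin B at 10 µg/mL as positive control.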
bCat KO growth: primary screen for growth suppressors in beta-catenin knockout HCT116 cells (colon tumor, human). HCT116 beta-catenin knockout viability, CellTiter-Glo, 60 h; active compounds read low. viability, % at 10 µM. 1.5% of 140,000 active. AID 818, 2007;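 active = viability at or under a set limit, the compound median less 4 SD, cut at about 6% in these data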;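 note: 0% = Hyamine 1622 control at 20 µM and 100% = untreated cell control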
Starred values were filed as active, the others as inactive; nt = not tested or not shown.

molecule,Measles CPE,bCat KO growth,Yeast growth inh,HCT116 PTEN-null,GALR2 antag,MRP1 act,Yeast life ext,NPY-Y2 antag,Phagocyt inh,E-sel TNF inh
O=C(N/N=C/C=C/c1ccc([N+](=O)[O-])cc1)c1cccs1,6,88,-7,85,-2,-4.1,-14,0,-8,0
COC(=O)Cc1cc(=O)[nH]c(/N=C(\N)Nc2ccc(C)cc2)n1,3,100,15,99,1,-4.1,-2,1,-1,28
CC(=O)N1CCc2ccc(S(=O)(=O)N3CCN(C)CC3)cc21,9,105,1,97,9,-1.5,16,-1,-6,-2
CNC(=O)C1CC(=O)N(Cc2ccccc2)C(=Nc2ccc(OC)cc2)S1 (stereo not given),3,95,-5,99,0,-1.3,14,-2,1,nt
N#CCSc1nnc(-c2cccnc2)n1-c1ccccc1,1,107,-9,110,8,-0.5,-6,1,0,nt
Cc1ccc(C)n1NC(=O)c1ccc(Cl)cc1Cl,8,96,-20,93,-2,-0.6,-8,0,1,16
Cc1cc(C)c(C#N)c(N2CCSCC2)n1,10,91,-21,108,13,-0.9,-16,3,-1,16
COCCN1C(=O)C(=O)/C(=C(/O)c2ccc(S(=O)(=O)N3CCOCC3)cc2)C1c1ccc(C(C)C)cc1 (stereo not given),11,96,-10,97,11,-0.3,-10,1,0,-33
COc1ccc(CCN2C(=O)c3[nH]nc(-c4ccccc4O)c3C2c2cccc(O)c2)cc1OC (stereo not given),4,83,-23,74,-1,0.5,-9,3,0,nt
Cc1ccc(CNc2nc3ccccc3n3nnnc23)cc1,30,96,-43,87,-8,-4.5,-15,6,-2,9
Cc1ccc(-c2nc(N/N=C/c3cccnc3)c3ccccc3n2)cc1,6,73,-62,79,13,-1.3,-12,4,0,-12
Cc1ccc(N(C(=O)CC2NC(=O)NC2=O)C2(C(=O)NC3CCCC3)CCCCC2)cc1 (stereo not given),43,91,-18,86,0,-3.6,-12,2,0,37
CCSc1ccc(C(=O)Nc2cccc(C)n2)cc1[N+](=O)[O-],3,79,-17,80,7,-1.6,-8,2,-3,nt
O=C(Nc1cccnc1)c1cc(-c2ccc(Br)cc2)on1,7,108,-6,103,8,1.0,-8,1,0,nt
O=C(Nc1sc2c(c1C(=O)O)CCC2)c1ccccc1,21,90,-44,82,6,0.8,-3,-1,0,-4
Cc1c(O)ccc(C(=O)COc2ccc(F)cc2)c1O,7,99,-28,97,2,-1.4,-11,4,-1,2
Cc1nc(/C=C/c2ccccc2)[nH]c(=O)c1-c1ccccc1,4,32,-12,28,-2,-1.7,1,2,-6,-19
CCOC(=O)Cn1c(=O)n(C2CCCC2)c(=O)c2ccccc21,8,79,-23,82,-3,-3.1,-28,6,1,2
CC1CN/C(=C\C(=O)c2ccccc2)C(=O)N1 (stereo not given),8,103,-32,87,4,-0.4,-24,3,2,2
Cc1c(O)c(=O)ccn1C,23,93,-57,106,1,-0.6,9,4,nt,nt
O=C1NCCCC1C(=O)N/N=C/c1ccccc1O (stereo not given),7,94,-19,99,3,4.2,6,0,-12,nt
COc1ccc(CNc2oc(COc3ccccc3)nc2C#N)cc1,23,88,-16,85,9,-0.4,-9,4,nt,nt
CCCn1nc(NS(=O)(=O)c2ccccc2)c2cc3cc(C)ccc3nc21,5,92,-56,101,3,-3.3,3,4,-3,-10
Cc1ccc2c(c1)C1CCCC3C1N2CC(=O)N3Cc1ccccc1 (stereo not given),7,57,-26,39,-4,0.6,-2,3,-1,-20
CC1CC(N(C(=O)c2ccc(Cl)cc2)c2ccccc2)c2ccccc2N1C(=O)c1ccco1 (stereo not given),20,48,-67,46,-5,-2.1,2,1,-1,0
Cc1ccc(NC(=O)COC(=O)Cc2csc(-c3ccc(Cl)cc3)n2)cc1C,4,88,8,96,6,-0.9,-4,0,-4,-19
Cc1nn(C)c(C)c1S(=O)(=O)NC1CCCc2ccccc21 (stereo not given),10,100,-22,100,1,0.0,-7,0,-1,nt
CN(CCc1ccccn1)Cc1ccc(Cl)cc1,2,88,-1,94,-5,-2.1,-12,-2,0,17
CCNC(=S)NNC(=O)Cn1nc(C)cc1C,13,94,-37,100,1,-0.9,1,5,-3,-20
O=C(Nc1cccnc1)c1ccc(CN2CCc3ccccc3C2)cc1,22,12,-39,22,-6,-1.4,4,1,-1,nt
CCOC(=O)CC(NC(=O)Cc1ccccc1)c1ccccc1Cl (stereo not given),4,92,-23,96,-1,-3.2,-3,2,-15,-2
O=C(Nc1cccnc1Cl)c1cccnc1Cl,16,114,-25,109,4,-1.0,-10,3,1,9
CC(C)Oc1cccc(C(=O)NC(=S)NCc2cccnc2)c1,6,82,-59,84,8,0.1,0,2,-15,-4
Cc1nn(-c2ccccc2)c(C)c1/C=N/NC(=O)CSc1nnc(SCc2cccc3ccccc23)s1,5,78,-37,79,-7,-1.2,1,4,1,16
Cc1cc(C)c(C#N)c(SCc2ccccc2[N+](=O)[O-])n1,8,94,-31,97,-9,0.6,-1,6,-7,nt
O=C(Nc1cccc(-c2cn3cccnc3n2)c1)c1ccco1,5,86,3,75,-1,-2.1,-11,3,0,nt
Cc1cc2cc3c(N)[nH]nc3nc2cc1C,4,101,-7,95,-9,-2.5,-14,0,nt,17
COc1ccc(/C=N/NC(=O)CCSc2nc3ccccc3s2)cc1,8,21,-23,18,8,-1.6,-4,4,1,nt
CC1(C)OC2OC(C(=O)N/N=C/c3cc(Br)ccc3O)C3OC(C)(C)OC3C2O1 (stereo not given),4,39,-40,41,8,3.5,3,7,-12,7
COc1ccc(OCCn2cc(/C(N)=N/O)c3ccccc32)cc1,16,66,-50,79,-2,-5.0,-14,-2,nt,-5
COc1ccc(N=Cc2cc3c(cc2O)OC(N)=C(C#N)C3c2ccccc2)cc1 (stereo not given),12,37,-49,37,-3,-4.1,13,0,nt,-13
CC(/C=N\NC(=O)CN1CCN(Cc2ccccc2)CC1)=C\c1ccco1,18,50,-28,60,10,0.1,2,3,-3,nt
CCOc1ccc2nc(SC3CC(=O)N(c4ccc(C)cc4)C3=O)sc2c1 (stereo not given),8,95,-13,92,-13,-4.0,-7,1,0,-25
COc1ccc(-n2c(=O)c3c4c(sc3n(CC(=O)NCc3ccco3)c2=O)CCC4)c(OC)c1,6,94,-53,95,2,-4.7,-1,-1,nt,-10
Cc1ccc(S(=O)(=O)Oc2cccc(N3C(=O)C4CC=CCC4C3=O)c2)cc1 (stereo not given),5,94,-26,98,3,-3.4,-19,-1,0,6
Cc1cccc(NC(=S)N(CCCN2CCOCC2)Cc2cn(C)c3ccccc23)c1,3,74,-32,65,13,-4.3,4,5,2,-4
COc1ccc(-n2nc3ccc(NS(C)(=O)=O)cc3n2)cc1Cl,7,73,-1,75,20,-3.6,-21,0,-2,1
Cc1cc(C)c2nc(NNC(=O)c3ccc(S(=O)(=O)N4CCCCC4)cc3)sc2c1,3,8,31,12,19,-3.5,-2,-2,nt,-13
O=C1CSC(=S)N1/N=C/C=C/c1ccccc1,4,106,-39,96,-6,0.6,-3,1,-2,16
CCOC(=O)c1c(C)c(C(=O)Nc2cc(OC)ccc2OC)c(C)n1CC,4,30,-39,31,8,-5.4,-4,2,2,15

Single entries from the results shown:
Value of Cc1cc(C)c2nc(NNC(=O)c3ccc(S(=O)(=O)N4CCCCC4)cc3)sc2c1 in HCT116 PTEN-null: 12
Value of COc1ccc(/C=N/NC(=O)CCSc2nc3ccccc3s2)cc1 in HCT116 PTEN-null: 18

(listing goes on)
molecule,Measles CPE,bCat KO growth,Yeast growth inh,HCT116 PTEN-null,GALR2 antag,MRP1 act,Yeast life ext,NPY-Y2 antag,Phagocyt inh,E-sel TNF inh
Cc1ccc(NS(=O)(=O)c2ccc(NC(=O)c3cccs3)cc2)cc1,16,84,-13,88,-3,0.3,2,-4,nt,-15
CN(C)c1cccc(C(=O)Nc2ccc3nc4n(c(=O)c3c2)CCCCC4)c1,8,68,-19,68,5,-3.6,-9,-1,0,1
COc1ccc(C2=CC(=O)OC(C)(c3ccccc3)O2)cc1 (stereo not given),12,71,-51,64,16,-2.6,8,6,-4,nt
O=C(Cc1ccccc1)Nc1ccc(C(=O)O)cc1,12,90,-22,90,-5,1.4,nt,0,nt,1
CCOC(=O)N1CCN(C(=O)c2ccc(N(Cc3ccc(C)cc3)S(C)(=O)=O)cc2)CC1,7,82,-37,89,13,-3.1,-15,6,0,4
Nc1nnnn1/N=C/c1cccc(Oc2ccccc2)c1,4,71,-39,80,-9,0.5,-12,1,-2,nt
C/C(CC(=O)Nc1cccc2c1CCCC2)=N\NC(=O)c1ccccc1N,6,76,12,77,-3,0.4,-17,3,nt,-5
CCOC(=O)CN1C(=O)NC(C)(c2ccc(OC(F)F)cc2)C1=O (stereo not given),18,104,-38,90,16,-0.8,-14,3,0,-36
C=CCN1C(=O)NC(c2ccccc2)(C(F)(F)F)S/C1=C(\C#N)c1nnc(N2CCOCC2)n1-c1ccccc1 (stereo not given),5,74,8,80,-4,-4.2,6,-1,-5,20
O=S(=O)(NCc1ccccc1Br)c1cccs1,3,90,-29,98,-2,-0.3,-4,1,0,1
CC(=O)c1cccc(Nc2cc(C)nc3c(C)cc(C)cc23)c1,22,8,-23,8,6,-3.7,7,5,nt,18
CSc1nc(N2CCOCC2)c2c3c(sc2n1)CCCC3,4,88,4,80,-1,-1.2,-8,2,-2,7
CCN(C(=O)C1CCN(S(=O)(=O)c2cccc3nonc23)CC1)c1ccccc1,2,86,1,93,11,-0.2,-7,-1,nt,-12
COc1ccc(CC(=O)O/N=C(\N)Cc2cccc3ccccc23)cc1OC,4,78,-31,77,10,-1.8,-2,7,-9,16
Cc1ccc(N(Cc2cc3ccccc3[nH]c2=O)S(=O)(=O)c2ccccc2)cc1,4,95,-9,90,-12,0.1,-4,7,-1,14
COc1ccc(/C=C2\NC(=S)N(CC3CCCO3)C2=O)c(OC)c1 (stereo not given),5,98,-4,94,0,-2.1,-5,3,nt,-14
OCCNC(=S)Nc1ccc(Cl)c(Cl)c1,18,51,-22,53,7,-3.1,0,-1,-4,nt
COCCn1c(C)cc(C(=O)CSc2nc3nc(C)cc(C)n3n2)c1C,11,90,-24,93,5,-3.4,0,2,-1,-18
CC1CCC(NC(=O)Cn2ncc3ccccc32)CC1 (stereo not given),11,90,-16,94,6,-1.4,-5,3,-1,nt
